Compound activity (PubChem)
Wnt bcat act – activates Wnt/beta-catenin signaling in a reporter cell assay; activator, plate reader; activation, % at 9.35 µM; 300,000 compounds, 1.2% hits; in the data active = activation above about 30%, passing the limit was not always enough;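 note: 0% = neutral control wells and 100% = positive control wells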
Starred values were filed as active, the others as inactive. An excerpt; the hit share may differ from the screen's.

> Cc1cccnc1CNC(=O)C1(C)CCCN1CC(C)C (configuration not stated)
  Wnt bcat act: -1
> C[C@@H]1ON(C)[C@H]2C[C@H]3c4cc(N5CCCCC5)ccc4CCN3C[C@@H]12
  Wnt bcat act: 1
> Cc1ccc(F)c(S(=O)(=O)NC(=O)C2(C)CCN2C(=O)C2(c3ccc(Cl)cc3)CC2)c1 (configuration not stated)
  Wnt bcat act: -2
> OCCCCCCNc1ccc(CCO)cc1
  Wnt bcat act: -1
> COC(=O)[C@@]12C[C@@H](CC(=O)N3CCN(C(=O)C4CC4)CC3)C(=O)N(Cc3cccc4ccccc34)C1=CCC(C)(C)C2
  Wnt bcat act: -5
> CC1(C(=O)NCc2ccc3c(c2)OCO3)CCN1C(=O)CC1CCCC1 (configuration not stated)
  Wnt bcat act: 1
> CCOC1=C2CN(S(=O)(=O)c3ccc(C)cc3)[C@H](c3ccc(CC)cc3)C[C@@H]2N(S(=O)(=O)c2ccc(C)cc2)[C@H](c2ccccc2)C1
  Wnt bcat act: -1
> O=S1(=O)C[C@@H](N2CCN(CCO)CC2)[C@H](COCc2ccccc2)N1
  Wnt bcat act: -2
> Cc1ccc2[nH]c3c(NCc4ccccc4)ncnc3c2c1
  Wnt bcat act: 0
> NC(c1ccccc1)c1csc(NC(=O)NCCc2ccccc2)n1 (configuration not stated)
  Wnt bcat act: 1
> COCCNC(=O)C1(C)CCCN(Cc2sc(C)nc2C)C1 (configuration not stated)
  Wnt bcat act: -1
> C[C@@H]1COc2cc(N3CCSCC3)ccc2S(=O)(=O)N1
  Wnt bcat act: -1
> O=C(Nc1ccc2c(c1)OCO2)c1cc(C2CCCN(C(=O)CCc3ccccc3)C2)on1 (configuration not stated)
  Wnt bcat act: 28
> COC(=O)c1c(-c2ccc(OC)cc2)c2c(c3c4cc(OC)ccc4n(S(=O)(=O)c4ccc(F)cc4)c13)C(=O)N(C)C2
  Wnt bcat act: -8
> CN(CCO)c1ccc2c(c1)OC[C@@H](Cc1ccccc1)NS2(=O)=O
  Wnt bcat act: -1
> CC(=O)Nc1cc(-c2ccc(N3CCN(C)CC3)cc2)cn2c(-c3cccc(C(=O)N(C)C)c3)cnc12
  Wnt bcat act: -3
> Cc1noc(C)c1S(=O)(=O)NC(=O)C1(C)CCN1C(=O)c1ccccc1CCc1ccccc1 (configuration not stated)
  Wnt bcat act: -3
> CC(=O)NC(c1ccccc1)c1nc(-c2cccc(C(F)(F)F)c2)cs1 (configuration not stated)
  Wnt bcat act: -1
> CCCCC[C@H](C)N1C[C@@H](COCc2ccccc2)Oc2cc(N3CCC[C@@H]3COC)ccc2S1(=O)=O
  Wnt bcat act: -2
> CCCCCCn1cc(CN2CC(N3CCN(Cc4cccc(C)c4)CC3)CS2(=O)=O)nn1 (configuration not stated)
  Wnt bcat act: 2
> Cc1c(C(=O)NCc2cccc(C(F)(F)F)c2)sc(=O)n1Cc1ccccc1F
  Wnt bcat act: -4
> O=C(c1ccc(-n2cncn2)c2ccoc12)N1CCOCC1
  Wnt bcat act: -2
> C#CCNC(=O)C[C@@H]1C[C@@]2(C(=O)OC)CCCCC=C2N(Cc2ccccc2)C1=O
  Wnt bcat act: 0
> COc1cc(-c2cc(NC=O)c3ncc(-c4cccc(C(=O)N(C)C)c4)n3c2)cc(OC)c1OC
  Wnt bcat act: -4
> O=S1(=O)N[C@H](Cc2ccccc2)COc2cccc(N3CCN(Cc4ccccc4F)CC3)c21
  Wnt bcat act: -4

> Cc1cc(C)nc(OC(=O)c2ccc(Cl)cc2Cl)n1
  Wnt bcat act: 0
> c1ccc2c(-c3cnc4cccnn34)cncc2c1
  Wnt bcat act: -1
> CC1(C(=O)NS(=O)(=O)c2ccc(C#N)cc2)CCN1C(=O)c1cccc(F)c1 (configuration not stated)
  Wnt bcat act: 49*
> COC(=O)[C@@]1(Cc2ccccc2)[C@H]2c3cc(C(=O)N4CCCC4)n(Cc4ccsc4Br)c3C[C@H]2CN1C(=O)c1ccccc1
  Wnt bcat act: -8
> CC(=O)NC(c1ccccc1)c1nc(-c2ccccc2)cs1 (configuration not stated)
  Wnt bcat act: -3
> CCOC(=O)[C@]12CCCC=C1N(Cc1ccccc1)C(=O)[C@H](CC(=O)NCCCN1CCCC1=O)C2
  Wnt bcat act: -4
> COc1ccc(NC(=O)c2cc(-c3ccc(F)cc3OC)n[nH]2)c(OC)c1
  Wnt bcat act: -7
> O=C1NC[C@@H](CCCCN2C[C@H](Cc3ccccc3)N(Cc3ccccc3)C(=O)C2=O)N(CCc2ccccc2)C1=O
  Wnt bcat act: 0
> O=C(Cc1ccccc1)NC1CCCCC1
  Wnt bcat act: -1
> Cc1ccc(S(=O)(=O)N2CCCCC2)cc1NC(=O)c1ccc2c(=O)n3c(nc2c1)CCCCC3
  Wnt bcat act: 1
> O=c1cccc(-c2ccc3ccccc3c2)o1
  Wnt bcat act: 11
> CCOC(=O)[C@]12CCC=C1N(CCC1=CCCCC1)C(=O)[C@H](CC(=O)N1CCN(C(=O)c3ccco3)CC1)C2
  Wnt bcat act: 0
> Cc1c(C(=O)NCc2ccccn2)sc(=O)n1Cc1ccc(-c2ccccc2)cc1
  Wnt bcat act: -3
> COc1cc2c(cc1OC)/C(=C/C(C)=O)OC2
  Wnt bcat act: 21
> CNc1ncnc2c1ncn2[C@H]1CN(Cc2ccc(-c3ccccc3)cc2)C[C@@H](CO)O1
  Wnt bcat act: -2
> OC[C@@H]1CN(Cc2ccccc2)C[C@H](n2cnc3c(N4CCN(c5ccccc5)CC4)ncnc32)O1
  Wnt bcat act: -2
> COC(=O)[C@H](CC(C)C)NC(=O)CC[C@H]1O[C@@H](n2cc(C)c(=O)[nH]c2=O)C[C@@H]1O
  Wnt bcat act: 0
> CN(C)CCCOc1ccc(-c2ccc3nncn3c2)cn1
  Wnt bcat act: -2
> COCc1cccc(-c2csc(C(C)(O)c3ccc(OC)cc3)n2)c1 (configuration not stated)
  Wnt bcat act: -2
> CCCCCCN1CCN(C2CN(CCc3ccccc3)S(=O)(=O)C2)CC1 (configuration not stated)
  Wnt bcat act: -3
> CCCCCCCCN1C(=O)[C@H](CC(=O)NCC23CC4CC(CC(C4)C2)C3)C[C@@]2(C(=O)OC)CC(C)(C)CC=C12
  Wnt bcat act: -5
> COc1cc(-c2coc3c(C(=O)NCc4ccccc4)cccc23)ccc1O
  Wnt bcat act: -2
> Cc1ccc2ccccc2c1C(O)c1ncc(-c2ccc(C(F)(F)F)cc2)[nH]1 (configuration not stated)
  Wnt bcat act: -2
> O=C(NC(c1ccc(-c2ccccc2)cc1)c1cnccn1)C1CCN(Cc2cccs2)CC1 (configuration not stated)
  Wnt bcat act: -1
> CC(=O)c1ccc(OCc2c(-c3ccccc3)nnn2CC(=O)NS(=O)(=O)c2ccccc2C)cc1
  Wnt bcat act: 0

> OC(Cc1ccccc1)c1ncc(-c2ccc(Cl)cc2)[nH]1 (configuration not stated)
  Wnt bcat act: -1
> COc1cc(CN2C[C@@H](CO)O[C@@H](n3cnc4c(N(C)C(C)C)ncnc43)C2)cc(OC)c1OC
  Wnt bcat act: -5
> CN(C)Cc1csc(NC(=O)Nc2ccccc2Cc2ccccc2)n1
  Wnt bcat act: 3
> CC(=O)Nc1ccc(CN2C(=O)C(CCc3ccccc3)ON=C2c2cnccn2)cc1 (configuration not stated)
  Wnt bcat act: 7
> O=C(/C=C1\OCc2ccccc21)c1ccccc1
  Wnt bcat act: 45*
> C[C@H]1COc2cccc(N3CCC[C@H]3CO)c2S(=O)(=O)N1
  Wnt bcat act: -5
> CO[C@@H]1CN(C)C(=O)c2ccc(NS(=O)(=O)c3c(C)noc3C)cc2OC[C@@H](C)NC[C@@H]1C
  Wnt bcat act: -3
> COC(=O)C1=C(C)N(C)C(=NCc2ccc(OC)cc2)NC1c1ccccc1C(F)(F)F (configuration not stated)
  Wnt bcat act: -2
> CCNC(=O)N1CCN(c2ccc(N3CCN(Cc4ccccc4)[C@H](C)C3)c(C)c2)[C@@H](C)C1
  Wnt bcat act: -3
> CC1(C(=O)NS(=O)(=O)c2ccccc2)CCN1C(=O)C1CCCCC1 (configuration not stated)
  Wnt bcat act: -5
> CCC(=O)N1CCC(C)(C(=O)Nc2ccc(OC)c(OC)c2)C1 (configuration not stated)
  Wnt bcat act: -1
> Cc1cc(O)cc(=O)n1-c1cccc([N+](=O)[O-])c1
  Wnt bcat act: -3
> CSCCC(c1nc2ccccc2[nH]1)n1c(/C=C/c2ccc(Cl)cc2)nc2ccccc21 (configuration not stated)
  Wnt bcat act: -5
> CCCCC[C@H](C)N1C[C@H](COCc2ccccc2)Oc2cc(N3CC[C@@H](O)C3)ccc2S1(=O)=O
  Wnt bcat act: 0
> COc1cc(Nc2cc(C)n(-c3ccc(Cl)c(OC)c3)c(=O)c2)ccc1Cl
  Wnt bcat act: 1
> CC(=O)c1ccc(OC2(C)CCN(Cc3cccn3-c3nccs3)C2)cc1 (configuration not stated)
  Wnt bcat act: -1
> CCOc1ccc2nc(S(=O)(=O)NC(=O)C3(C)CCN3C(=O)c3c(C)noc3C)sc2c1 (configuration not stated)
  Wnt bcat act: 1
> COc1ccccc1Cc1c(-c2ccc(C#N)cc2)nc2ccc(C)cn12
  Wnt bcat act: 1
> CC(C)c1cccc(-c2csc(C(O)c3cccc(Cl)c3)n2)c1 (configuration not stated)
  Wnt bcat act: -1
> CC1(C(=O)NS(=O)(=O)c2ccccc2)CCN1C(=O)Cc1ccccc1 (configuration not stated)
  Wnt bcat act: 1
> CCc1nc2ccc(C(=O)Nc3cccc(OCC(=O)N(C)C)c3)cn2c1N(CC)CCOC
  Wnt bcat act: -2
> CCc1nc2c(OCC3COc4ccccc4O3)cccn2c1N(C)C(=O)c1ccccc1F (configuration not stated)
  Wnt bcat act: -4
> CCCCc1ccc(S(=O)(=O)NC(=O)C2(C)CCN2C(=O)c2cccc(F)c2)cc1 (configuration not stated)
  Wnt bcat act: -3
> C=C1C[C@@H]2C[C@@H]2CN(S(=O)(=O)c2ccc(C)cc2)[C@@H]1c1ccco1
  Wnt bcat act: -1
> O=C(Nc1ccc2c(c1)OCO2)C1Cc2c(-c3ccccc3Oc3ccccc3)ccnc2O1 (configuration not stated)
  Wnt bcat act: -2

> Cc1cc(C(=O)N2CCCC2(C)C(=O)NCC(C)C)nn1C(C)(C)C (configuration not stated)
  Wnt bcat act: 0
> Cc1ccc(F)c(S(=O)(=O)NC(=O)C2(C)CCN2C(=O)CC2CCCCC2)c1 (configuration not stated)
  Wnt bcat act: -1
> CC(C)NC(=O)C1(C)CN(S(C)(=O)=O)CC(=O)N1CCOc1ccccc1 (configuration not stated)
  Wnt bcat act: -2
> COC(=O)C1C(=O)N(S(=O)(=O)c2ccc([N+](=O)[O-])cc2)c2ccccc21 (configuration not stated)
  Wnt bcat act: -2
> COc1ccccc1CCn1cnc(-c2ccc(OC)c(OC)c2)c1CC(C)C
  Wnt bcat act: -6
> CC(=O)Nc1ccc(-c2ccnc3c2CC(C)(C(=O)NCc2ccc(N(C)C)cc2)O3)cc1 (configuration not stated)
  Wnt bcat act: -2
> Cc1cccc(C)c1NC(=O)C1(C)CSCC(=O)N1CCc1c[nH]c2ccccc12 (configuration not stated)
  Wnt bcat act: -2
> Cc1cccc2sc(=S)[nH]c12
  Wnt bcat act: -2
> COc1cc(-c2cc(=O)c3ccc(O)cc3o2)cc(OC)c1OC
  Wnt bcat act: 0
> CCCCNC(=O)C[C@@H]1C[C@@]2(C(=O)OC)CC(C)(C)CC=C2N(Cc2ccco2)C1=O
  Wnt bcat act: 16
> CCCCNC(=O)C1(C)CCN1C(=O)c1ccc2sccc2c1 (configuration not stated)
  Wnt bcat act: -2
> CCc1nc2ccc(C(=O)N(CC)CCN(C)C)cn2c1N(CC)CCOC
  Wnt bcat act: -3
> O=C(N[C@H](Cc1ccccc1)C(=O)NC1CCCCC1)[C@H]1O[C@@H](n2ccc(=O)[nH]c2=O)[C@H](O)[C@@H]1O
  Wnt bcat act: 0
> CCCCCNC(=O)C(c1ccc(C(F)(F)F)cc1)n1c(=O)c(-c2ccco2)nc2ccccc21 (configuration not stated)
  Wnt bcat act: -3
> CC(C)(O)c1[nH]c2ccc(C#N)cc2c1C(C)(C)O
  Wnt bcat act: -6
> CC1=C(C(=O)N(C(C)C)C(C)C)CC(CC(=O)NCc2cccs2)C(=O)N1CCCN1CCCC1=O (configuration not stated)
  Wnt bcat act: -1
> C#CCN(C[C@H]1[C@H](OC(=O)NCCCCCC)[C@H](OC(=O)NCCCCCC)CN(C(=O)OC(C)C)N1C(=O)OC(C)C)S(=O)(=O)c1ccc(C)cc1
  Wnt bcat act: -2
> OC(c1ccc(F)cc1)c1ncc(-c2ccccc2Cl)[nH]1 (configuration not stated)
  Wnt bcat act: -5
> C=CS(=O)c1sc(Cl)c(N2CCOCC2)c1[N+](=O)[O-] (configuration not stated)
  Wnt bcat act: 4
> CN(Cc1ccc(Cl)cc1)C(CCc1ccccc1)C(=O)NC1CCCCC1 (configuration not stated)
  Wnt bcat act: -4
> CC(C)c1ccc(NC(=O)N2CCc3nc(NCc4cccc(Oc5ccccc5)c4)ncc3C2)cc1
  Wnt bcat act: -3
> OC(c1ccccc1)(c1ccccc1)C1CCN(CCCOc2ccc(-c3ccsc3)cc2)CC1
  Wnt bcat act: -27
> COc1ccc(C2=Nc3ccccc3N(C(=O)c3ccncc3)C2C(=O)NC(C)C)cc1 (configuration not stated)
  Wnt bcat act: 13
> COC(=O)[C@@]1(Cc2ccc(F)cc2)[C@H]2c3cc(C(=O)N(C)C)n(Cc4ccc(OC)c(OC)c4)c3C[C@H]2CN1C(=O)c1ccccc1
  Wnt bcat act: -5
> C#CCOCCOCCOCCNc1nc(N2CCN(C(=O)[C@H]([C@@H](C)CC)n3cc([C@@H](N)CC(C)C)nn3)CC2)nc(N2CCN(C(=O)[C@H](Cc3ccc(O)cc3)n3cc([C@@H](N)CC(C)C)nn3)CC2)n1
  Wnt bcat act: -2
